PKM2 activator: activators of human pyruvate kinase M2; P14618; purified PKM2, Kinase-Glo ATP luminescence, activation; response scale: 0% is enzyme alone, no compound; Potency, µM (doses to about 57.5 µM), without a hit: top-dose activation, most hits filed as activators; actives 0.34% (n = 260,000); note: potency is the fitted concentration of half-maximal effect; nearly all actives have a fitted effect of over 55% in size
Target sequence (P14618 whole entry, looked up): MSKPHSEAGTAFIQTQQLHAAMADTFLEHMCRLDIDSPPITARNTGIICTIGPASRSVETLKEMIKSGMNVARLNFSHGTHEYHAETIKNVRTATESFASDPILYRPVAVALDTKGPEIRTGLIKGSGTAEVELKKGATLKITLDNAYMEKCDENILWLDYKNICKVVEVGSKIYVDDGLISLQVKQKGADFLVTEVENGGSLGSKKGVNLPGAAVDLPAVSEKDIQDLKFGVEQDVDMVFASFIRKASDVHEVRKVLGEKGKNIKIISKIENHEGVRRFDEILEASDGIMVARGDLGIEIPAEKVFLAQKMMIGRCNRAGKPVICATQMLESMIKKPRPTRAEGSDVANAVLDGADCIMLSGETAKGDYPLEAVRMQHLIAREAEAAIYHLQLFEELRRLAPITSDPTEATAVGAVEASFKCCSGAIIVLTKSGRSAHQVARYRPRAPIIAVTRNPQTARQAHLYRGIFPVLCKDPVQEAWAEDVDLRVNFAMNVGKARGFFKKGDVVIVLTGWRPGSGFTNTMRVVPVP
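ATP formation by purified human PK-M2, quantified via coupled luciferase luminescence after 1 h at room temperature with 0.1 mM ADP and 0.5 mM PEP final.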
GALK inh: inhibitors of human galactokinase. actives 0.007% (n = 270,000). Potency, µM (series often up to 57.5 µM), without a hit: top-dose activity change, negative = inhibition, hits mostly inhibitors. Purified GALK, Kinase-Glo residual ATP luminescence. P51570. AID 1868; note: potency is the fitted concentration of half-maximal effect
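Galactose (100 uM) and ATP (35 uM) were turned over by 5 nM GALK for 1 h at RT. Kinase-Glo Plus then converted the remaining ATP into a luminescent signal.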
Eya2 inh: Eya2 (human) phosphatase inhibition; O00167; recombinant Eya2, OMFP fluorescence dephosphorylation (OMFP is methylfluorescein phosphate); Potency, µM (doses to about 76.9 µM), for the others: top-dose activity, negative = inhibition, hits mostly inhibitors; actives 0.006% (n = 330,000); note: potency is the fitted concentration of half-maximal effect
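Eya2 (0.2 uM) preincubated 10 min at ambient with compound, then OMFP substrate added at 50 uM; 10 min reaction in 50 mM HEPES pH 7.5, 50 mM NaCl, 5 uM MgCl2, 0.05% BSA, 1 mM DTT. Fluorescence read at Ex 485/Em 525 nm.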
Giardia kill: kills Giardia lamblia | Giardia lamblia trophozoite viability | actives 0.15% (n = 340,000) | activity change, % at 7.66 µM, hits read low | AID 540267; in the data active = activity change below about -80%; inconclusive = between about -30% and that limit;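 note: parasites exposed to compound for two days anaerobically before the ATP read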
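Trophozoites 100 cells/well + cpd; 48 hrs, 37 deg C, anaerobic. ATPLite 1-Step added, 15-30 min RT, luminescence read (ATP-based viability).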
KCNH2 3.1 inh: inhibitors of human KCNH2 3.1 potassium channel isoform; actives 0.95% (n = 340,000); U2OS KCNH2 3.1, thallium flux FluxOr; stronger effect = lower value; AID 720553; activity change, % (tested at about 1.8 µM);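 active = maximum activity change below -70%; inconclusive = maximum activity change from -70% to -50%; inactive = maximum activity change above -50%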;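 note: thallium influx rate constant from kinetic fluorescence after stimulation buffer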
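Channel expression came from 3.1 mutant virus (1.77 x 10^8 /mL) applied to suspended U2OS cells for 4 h. Flux was tracked with FluxOr dye plus Red40 quencher, and kinetic rate constants normalized to controls.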
BCR signal inh: inhibitors of chronic active B-cell receptor signaling. ABC-DLBCL IkBa-CBG/CBR reporter, luminescence ratio, 4 h. Potency, µM (titrated, usually from 46.1 µM), without a hit: top-dose ratio change, negative = lower green/red ratio, most hits filed as inhibitors. AID 493014. actives 0.05% (n = 340,000); active = well fitted inhibition curve with a large enough effect in the signal ratio, with a control signal flat, not every such curve was filed as active; inconclusive = small, poorly fitted or top-dose-only effect, or effect the other way, or a change in a side signal; the % refers to the signal ratio;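 note: potency is the fitted concentration of half-maximal effect; plate controls were basal doxycycline-induced cells for no effect and cells given 10 µM MG132 for full effect; MG132 reads +100%, hits lower the ratio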
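TMD8 ABC-DLBCL cells carrying doxycycline-inducible green luciferase fused to IkappaBalpha plus unfused red luciferase were exposed to compounds (up to 46 uM) for 4 hrs at 37C. Activity came from the overlap-corrected green/red luminescence ratio.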
uPA surface inh: inhibitors of cell surface uPA generation | cell surface uPA generation assay, qHTS | Potency, µM (doses to about 38.3 µM), without a hit: top-dose activity change, negative = inhibition, most hits filed as inhibitors | actives 0.31% (n = 330,000) | AID 540303; active = well fitted inhibition curve with a large enough effect; inconclusive = small, poorly fitted or top-dose-only effect; inactive = no such curve, though single readings can be large or run the other way; tested in mouse RAW 264.7 cells; note: potency is the fitted concentration of half-maximal effect; nearly all actives have a fitted effect of over 55% in size
USP2a inh: blocks human ubiquitin-specific protease USP2a; USP2 core, Ub-CHOP2 coupled fluorogenic reporter, 485/531; AID 463254; O75604; Potency, µM (series often up to 38.3 µM), for the others: at the highest dose activity change, negative = inhibition, most hits filed as inhibitors; actives 0.01% (n = 330,000);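 note: potency is the fitted concentration of half-maximal effect; plate controls were DMSO wells for no effect and full inhibition by NEM control for full effect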
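Cell-free coupled assay: 10nM USP2 core preincubated 30min RT with compound in Tris-HCl pH 8.0/CaCl2/CHAPS buffer, then 25nM Ub-CHOP2 and 25nM reporter substrate; fluorescence (Ex 485/Em 531) read after 60min RT, normalized to NEM inhibition, concentration-response curves fitted.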
B2AR arrestin: recruits beta-arrestin to the human beta2-adrenergic receptor | P07550 | Potency, µM (doses to about 46.1 µM), without a hit: at the top dose activation, hits mostly activators | beta-arrestin recruitment to beta2AR, cell-based reporter | actives 0.02% (n = 330,000);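 note: potency is the fitted concentration of half-maximal effect; 0% = DMSO controls and full agonism = EC100 isoproterenol or metaproterenol; nearly all actives have a fitted effect of over 65% in size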
Target sequence (P07550 whole entry, looked up): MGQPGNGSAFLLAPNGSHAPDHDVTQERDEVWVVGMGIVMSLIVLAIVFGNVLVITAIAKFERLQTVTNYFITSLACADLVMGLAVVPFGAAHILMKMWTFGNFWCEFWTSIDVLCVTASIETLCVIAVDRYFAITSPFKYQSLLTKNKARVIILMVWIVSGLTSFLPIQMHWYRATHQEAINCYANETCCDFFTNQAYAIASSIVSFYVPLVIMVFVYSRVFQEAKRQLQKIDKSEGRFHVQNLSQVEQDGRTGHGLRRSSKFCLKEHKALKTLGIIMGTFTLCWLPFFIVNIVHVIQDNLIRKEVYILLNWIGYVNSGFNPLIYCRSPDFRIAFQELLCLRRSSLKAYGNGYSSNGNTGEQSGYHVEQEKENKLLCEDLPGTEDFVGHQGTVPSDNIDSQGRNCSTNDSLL
hERG WT inh: KCNH2 (human, wildtype) channel inhibition; Q12809; actives 0.37% (n = 340,000); U2OS, BacMam KCNH2, thallium flux FluxOr; stronger effect = lower value; AID 720551; activity change, % at 1.84 µM;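 active = maximum activity change below -70%; inconclusive = maximum activity change between -70% and -50%; inactive = maximum activity change above -50%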
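U2OS cells transduced with wild-type KCNH2 virus are loaded with FluxOr dye for 45 min, and thallium flux is measured in kinetic reads before and after stimulation buffer. Rate constants are normalized to DMSO controls.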
Coupling enz: inhibits coupling enzyme system, counter-screen for aldolase hits. coupling enzyme system counterscreen, AmpLite Red fluorescence. activity change, negative = inhibition, % at 58.2 µM, hits read low. actives 0.67% (n = 290,000); in the data active = activity change below about -30%
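Final compound at 57.5 uM, incubated 10 min at RT with coupling enzyme reagent (glyceraldehyde-3-phosphate), then 20 min with substrate and AmpLite Red detection. Fluorescence read at 525/598 nm; tests interference with the coupling assay, not aldolase inhibition.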
The depositor's hits bear a star; ? = inconclusive; . = not tested or not shown; & = joins results of further samples; [ ] = remark or other dose. Unless noted, calls come from the whole dose curve; as a rule, active = well fitted curve in the direction sought with a large enough effect; inconclusive = small, poorly fitted or top-dose-only effect, or another doubt; inactive = no such curve, though single readings can be large; an effect the other way counts as inactive or inconclusive. Unless noted, % is set by controls: 0 for no effect and ±100 for the full control effect.

# | structure | PKM2 activator | GALK inh | Eya2 inh | Giardia kill | KCNH2 3.1 inh | BCR signal inh
1 | CC(=O)c1ccc(NC(=O)C2Cc3ccccc3CN2C(=O)c2ccccc2)cc1 (stereo unspecified) | ? | 0% | -10% | 15 | -1 | 10%
2 | Cc1ccc(NC(=O)C2CCCN2C(=O)OCc2ccccc2)cc1C (stereo unspecified) | -11% | -2% | -7% | -4 | 0 | 1%
3 | COc1cc(C(=O)NC(=S)Nc2ccc3c(c2)C(=O)N(C)C3=O)cc(OC)c1OC | 8% | . | -3% | -4 | 5 | 2%
4 | CCOC(=O)c1c(C)n(C)c2ccc(OCC(O)Cn3nc(C)c(Br)c3C)cc12 (stereo unspecified) | -4% | -2% | -14% | 8 | -5 | ?
5 | Cc1ccc(CNC(=O)c2ccc(N3CCC4(CC3)CC(c3ccccc3)=NO4)c(NC(=O)c3c(Cl)cccc3Cl)c2)cc1 | . | . | -20% | -3 | -13 | -5%
6 | CCOC(=O)c1ccc(NC(=S)NNC(C)(C)C)cc1 | 1% | 0% | -6% | 31[activator] | 17 | .
7 | COc1ccccc1N(C)S(=O)(=O)c1ccc(C(=O)N2CCCC(C(F)(F)F)C2)cc1 (stereo unspecified) | . | . | -17% | 1 | 22 | 2%
8 | Cc1oc(C(=O)O)cc1COc1ccc2c(C)cc(=O)oc2c1 | -1% | -4% | ? | -1 | 3 | ?

# | uPA surface inh | USP2a inh | B2AR arrestin | hERG WT inh | Coupling enz
1 | -11% | 0% | 3.0% | 16 | -16
2 | 8% | -3% | 0.1% | 16 | .
3 | -5% | 2% | -1.9% | 2 | 2
4 | -6% | 0% | 7.2% | 0 | 1
5 | 25% | 0% | 0.3% | 6 | .
6 | -2% | 2% | 22µM* | -2 | 0
7 | -1% | 0% | 0.3% | -4 | .
8 | 6% | 0% | 0.0% | 5 | 10

Continued.
# | structure | PKM2 activator | GALK inh | Eya2 inh | Giardia kill | KCNH2 3.1 inh | BCR signal inh
9 | Cc1cc(C)cc(Oc2coc3c(CN(C)C)c(O)ccc3c2=O)c1 | 0% | 2% | -2% | 5 | -3 | 0%
10 | O=S(=O)(c1ccccc1)N(C1=NCCS1)S(=O)(=O)c1ccccc1 | -3% | 0% | 22% | -22 | 5 | -1%
11 | O=C(CCCn1c(=O)[nH]c2cc(Cl)ccc2c1=O)NCCCN1CCCC1=O | -7% | 2% | 1% | -13 | -1 | 4%
12 | Cc1cc(C(F)(F)F)c2c(N)c(C(=O)Nc3cc(C)on3)sc2n1 | -2% | 3% | -1% | -15 | -7 | 2%
13 | COc1ccccc1CNc1nc(SC)ncc1CO | -1% | . | -6% | 13 | -1 | ?
14 | O=C(O)CSCC(=O)Nc1cccc2ccccc12 | 8% | 6% | 3% | 22 | -4 | -1%
15 | CCOC(=O)c1nnn(CC(=O)N2N=C(c3cc(C)ccc3C)CC2c2ccc(OC)cc2)c1C(=O)OCC (stereo unspecified) | 0% | 2% | -2% | -6 | -32 | 1%
16 | O=[N+]([O-])c1ccc(CSc2nnc3ccccn23)cc1 | -1% | 8% | -13% | 4 | -4 | 1%

# | uPA surface inh | USP2a inh | B2AR arrestin | hERG WT inh | Coupling enz
9 | 2% | 1% | -0.2% | 13 | 2
10 | . | 0% | -0.3% | 10 | -5
11 | 5% | -2% | 0.2% | 1 | -4
12 | 3% | 0% | -0.1% | -4 | 4
13 | 8% | 2% | 6.0% | -4 | 4
14 | 5% | -6% | -0.3% | 0 | 1
15 | -6% | 1% | -0.7% | -2 | -4
16 | -8% | 4% | 0.0% | 4 | 0

Marked active in B2AR arrestin, of those listed so far:
| nr | Molecule | PKM2 activator | GALK inh | Eya2 inh | BCR signal inh | uPA surface inh | B2AR arrestin |
| --- | --- | --- | --- | --- | --- | --- | --- |
| 6 | CCOC(=O)c1ccc(NC(=S)NNC(C)(C)C)cc1 | 1% | 0% | -6% | . | -2% | 22µM* |

Reprinted at random: three entries already listed
# | structure | PKM2 activator | GALK inh | Eya2 inh | Giardia kill | KCNH2 3.1 inh | BCR signal inh
11 | O=C(CCCn1c(=O)[nH]c2cc(Cl)ccc2c1=O)NCCCN1CCCC1=O | -7% | 2% | 1% | -13 | -1 | 4%
10 | O=S(=O)(c1ccccc1)N(C1=NCCS1)S(=O)(=O)c1ccccc1 | -3% | 0% | 22% | -22 | 5 | -1%
12 | Cc1cc(C(F)(F)F)c2c(N)c(C(=O)Nc3cc(C)on3)sc2n1 | -2% | 3% | -1% | -15 | -7 | 2%

# | uPA surface inh | USP2a inh | B2AR arrestin | hERG WT inh | Coupling enz
11 | 5% | -2% | 0.2% | 1 | -4
10 | . | 0% | -0.3% | 10 | -5
12 | 3% | 0% | -0.1% | -4 | 4

(continued)
# | structure | PKM2 activator | GALK inh | Eya2 inh | Giardia kill | KCNH2 3.1 inh | BCR signal inh
17 | O=C(COC(=O)[C@@H]1CC(O)CN1S(=O)(=O)c1ccc(Cl)c(Cl)c1)NC(=O)NCc1ccccc1 (stereo partly specified) | . | . | 6% | 3 | 7 | -11%
18 | CC(C)(C)NC(=O)C(OC(=O)c1cccs1)c1ccc(F)cc1 (stereo unspecified) | -2% | -2% | 0% | 6 | 10 | 4%
19 | COc1cccc2cc(C(C)N(CCCN3CCOCC3)C(=S)Nc3ccccc3C)oc12 (stereo unspecified) | ? | 7% | 7% | 12 | 17 | -3%
20 | CC(C)Cc1nnc(NC(=O)CS(=O)(=O)Cc2ccccc2)s1 | 0% | 1% | 4% | 17 | -1 | 1%
21 | COc1ccc(S(=O)(=O)N2CCN(CC3CC=CCC3)CC2)cc1 (stereo unspecified) | 2% | -2% | 3% | ? | -1 | -1%
22 | Cc1ccc(OCCC(=O)NCCc2ccc(S(N)(=O)=O)cc2)cc1 | 3% | 0% | -3% | 11 | 14 | 0%
23 | O=C(NCCOc1ccccc1)c1ccccc1[N+](=O)[O-] | -1% | 9% | 8% | -9 | 6 | -13%
24 | CC1(c2ccc3ccccc3c2)NC(=O)N(CC(=O)Nc2cccc(S(=O)(=O)N3CCOCC3)c2)C1=O (stereo unspecified) | 1% | 0% | -7% | 3 | 2 | -8%

# | uPA surface inh | USP2a inh | B2AR arrestin | hERG WT inh | Coupling enz
17 | 2% | -2% | -0.1% | 2 | .
18 | -6% | -5% | 0.3% | 0 | -1
19 | 1% | 1% | 0.0% | 37 | 3
20 | 0% | 2% | -0.7% | -12 | 5
21 | 5% | 2% | 0.3% | 0 | 3
22 | 5% | 0% | 0.2% | -3 | 6
23 | -30% | 1% | 0.0% | 3 | 2
24 | -4% | 2% | 0.1% | 21 | 1

(further entries)
# | structure | PKM2 activator | GALK inh | Eya2 inh | Giardia kill | KCNH2 3.1 inh | BCR signal inh
25 | Cn1c(SCC(=O)NCc2ccccc2)nnc1-c1ccc(NC(=O)CCc2ccccc2)cc1 | 3% | -3% | -9% | 21 | 7 | -20%
26 | Cc1cc(S(=O)(=O)N(Cc2ccccc2Cl)c2ccc3c(c2)CCC3)ccc1-n1cnnn1 | -5% | -2% | 6% | 2 | -20 | 5%
27 | CC1CCCC(NC(=O)CCS(=O)(=O)c2cc3c(cc2Cl)NC(=O)CO3)C1C (stereo unspecified) | 0%[0.46 µM] | 3% | -7% | 13 | -4 | 11%
28 | Fc1ccc(NC(=S)N/N=C/c2ccc(F)c(F)c2)c(F)c1 | 3% | -2% | -3% | -1 | -1 | ?
29 | COc1cc(C(O)CO)ccc1OS(=O)(=O)O (stereo unspecified) | . | . | -9%&-24% | 3 | -6 | 2%
30 | C=CCn1c(O)c(N=NC(=O)OC(C)(C)C)c2ccccc21 | 5% | 0% | -4% | 1 | -1 | 6%
31 | Cn1c(=S)[nH]c2ccccc21 | 2% | 0% | 16% | -2 | 4 | -21%
32 | O=C(c1ccco1)N1CCN(C(c2cccs2)c2nnnn2C2CCCC2)CC1 (stereo unspecified) | -3% | 0% | -7% | -12 | -5 | 7%
33 | CCOC(=O)C1=C(C)NC(=O)NC1c1cc(Br)c(O)c(OC)c1 (stereo unspecified) | 0% | 0% | -4% | 4 | 16 | ?
34 | CCOc1ccc(OCCC(=O)OCC(=O)NC2CCCC2)cc1 | . | . | 2% | 8 | -7 | 1%

# | uPA surface inh | USP2a inh | B2AR arrestin | hERG WT inh | Coupling enz
25 | 0% | 3% | 0.0% | 0 | 0
26 | 7% | -1% | -0.5% | -9 | -1
27 | -10% | 0% | -0.4% | 1 | 0
28 | 1% | 3% | 0.1% | 3 | 0
29 | 3% | 1% | 0.4% | 2 | .
30 | 2% | 5% | -0.7% | -4 | 0
31 | -1% | 4% | -0.4% | 7 | 0
32 | 7% | 6% | 0.0% | 17 | 5
33 | 6% | -1% | -0.1% | 1 | 0
34 | 1% | -1% | -0.1% | 2 | .

Outcome played no part in choosing rows. About 2.4% of those tested had a hit in this group.
